Source: PubChem (several laboratories)
LMP1 NFkB inh: Epstein-Barr LMP1 NF-kappaB reporter inhibition | LMP1-induced NF-kappaB luciferase reporter cells, luminescence | inhibition, % at 12.5 µM | 0.69% of 350,000 active | AID 504558; in the data active = inhibition above about 41%;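 note: 0% = neutral control wells and 100% = reference inhibitor control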
C8 TRAIL sens: sensitizes caspase-8 expressing cells to TRAIL. inhibition (viability loss, TRAIL sensitization), % at 10 µM. 1% of 360,000 active. AID 624354. NB7+C8 cells + TRAIL, ATPlite viability luminescence;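 active = compounds causing at least 50% loss of cell viability in the single-dose screen, relative to plate controls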
NCOA2 inhibitor: inhibits human steroid receptor coactivator 2 | HEK293 GAL4-SRC2 luciferase reporter, luminescence | inhibition, % at 9 µM | 0.17% of 370,000 active;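 active = inhibition above the mean inhibition of all tested compounds plus 3 SD, set per campaign, cut at about 52% in these data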;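 note: 0% = DMSO treated cells and 100% = cells given Gossypol at 36 µM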
SRC1 inh: inhibits human SRC1 coactivator | inhibition, % at 3.6 µM | AID 588354 | 0.12% of 360,000 active | HEK293 GAL4-SRC1 luciferase reporter, luminescence;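 active = inhibition above the campaign mean plus 3 SD, with each screening campaign given its own cutoff, cut at about 60% in these data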;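 note: 0% = DMSO treated cells and 100% = gossypol at 36 µM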
Target sequence (Q15788 whole entry, looked up, the tested form may be a part): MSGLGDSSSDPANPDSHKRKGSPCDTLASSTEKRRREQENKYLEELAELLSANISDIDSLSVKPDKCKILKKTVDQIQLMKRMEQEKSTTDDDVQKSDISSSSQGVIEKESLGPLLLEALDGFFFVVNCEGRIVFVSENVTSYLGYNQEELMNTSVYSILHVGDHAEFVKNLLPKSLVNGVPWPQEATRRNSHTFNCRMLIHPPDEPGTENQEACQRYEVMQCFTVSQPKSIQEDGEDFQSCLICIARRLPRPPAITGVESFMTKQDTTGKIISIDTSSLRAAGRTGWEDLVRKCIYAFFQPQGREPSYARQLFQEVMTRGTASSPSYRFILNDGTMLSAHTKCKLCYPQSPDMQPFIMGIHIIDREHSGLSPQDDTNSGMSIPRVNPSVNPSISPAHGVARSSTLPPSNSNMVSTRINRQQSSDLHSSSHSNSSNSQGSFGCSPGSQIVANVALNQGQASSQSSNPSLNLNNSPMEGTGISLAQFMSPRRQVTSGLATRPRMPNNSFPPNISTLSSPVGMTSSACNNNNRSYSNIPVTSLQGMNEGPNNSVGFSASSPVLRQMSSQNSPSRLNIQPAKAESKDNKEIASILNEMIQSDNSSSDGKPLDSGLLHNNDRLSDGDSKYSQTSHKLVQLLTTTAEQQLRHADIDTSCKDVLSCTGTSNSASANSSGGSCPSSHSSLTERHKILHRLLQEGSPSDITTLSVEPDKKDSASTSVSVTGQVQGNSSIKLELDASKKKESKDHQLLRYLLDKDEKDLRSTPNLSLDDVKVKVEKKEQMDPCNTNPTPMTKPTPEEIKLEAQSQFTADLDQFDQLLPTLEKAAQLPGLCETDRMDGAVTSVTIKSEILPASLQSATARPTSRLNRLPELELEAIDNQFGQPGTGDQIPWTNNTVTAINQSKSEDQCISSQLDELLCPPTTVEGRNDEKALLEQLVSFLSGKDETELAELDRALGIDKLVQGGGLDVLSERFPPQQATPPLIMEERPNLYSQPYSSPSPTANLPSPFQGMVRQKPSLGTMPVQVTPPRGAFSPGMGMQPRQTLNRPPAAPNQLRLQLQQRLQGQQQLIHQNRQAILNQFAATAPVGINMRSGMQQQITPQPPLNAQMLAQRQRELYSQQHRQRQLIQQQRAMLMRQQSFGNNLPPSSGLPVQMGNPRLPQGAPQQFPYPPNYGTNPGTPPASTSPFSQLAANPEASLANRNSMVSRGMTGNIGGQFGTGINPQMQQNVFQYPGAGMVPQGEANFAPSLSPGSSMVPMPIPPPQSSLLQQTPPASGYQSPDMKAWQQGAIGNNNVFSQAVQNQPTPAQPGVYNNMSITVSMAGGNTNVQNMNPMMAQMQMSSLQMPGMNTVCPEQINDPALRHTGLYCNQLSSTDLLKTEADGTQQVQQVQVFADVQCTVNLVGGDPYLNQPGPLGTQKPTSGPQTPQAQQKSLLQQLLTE
TLR9-MyD88 block: inhibitors of human TLR9-MyD88 binding. Q9NR96+Q99836. CHO BLA complementation TLR9-MyD88, CCF4 FRET ratio. inhibition, % at 4.98 µM. 0.21% of 340,000 active. AID 504734;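 active = inhibition above the mean over all tested compounds plus 3 SD, cut at about 21% in these data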;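 note: 0% = DMSO only wells and 100% = clavulanate BLA inhibitor control wells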
TROY signal inh: inhibitors of TROY-dependent NF-kB signaling; Q293 LMP1-TROYcd NF-kB luciferase reporter, 4 h; inhibition, % at 10 µM; 0.98% of 360,000 active;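 active = compounds whose plate-normalised and pattern-corrected inhibition of the luciferase reporter signal at the single screening dose is 50% or more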
NOD2-RIPK2 inh: blocks binding of human NOD2 to RIPK2. CHO BLA complementation NOD2-RIPK2, CCF4 ratio. inhibition, % at 4.98 µM. 0.38% of 360,000 active. AID 624267; in the data active = inhibition above about 21%;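 note: 0% = vehicle only and 100% = reference blocker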
LRH-1 inv ag: suppresses constitutive activity of human LRH-1; HEK293T StAR-luciferase reporter, LRH-1 transfected, 24 h; O00482; 0.13% of 360,000 active; AID 602396; inhibition, % at 3.6 µM;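 active = inhibition above the mean inhibition of all tested compounds plus 3 SD, cut at about 73% in these data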;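 note: 0% = DMSO wells and 100% = reporter-only cells lacking LRH-1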
Vif imaging: inhibitors of HIV Vif; HEK293T cells, Vif self-association by quenched fluorescence, imaging, 24 h; inhibition, % at 7.49 µM; AID 602346; 0.35% of 340,000 active; in the data active = inhibition above about 50%, passing the limit was not always enough; note: some results filed as inactive read as strong as hits
SRC3 inh: inhibitors of human steroid receptor coactivator 3 (SRC3); Q9Y6Q9; inhibition, % at 3.6 µM; 0.17% of 360,000 active; HEK293 GAL4-SRC3 luciferase reporter, luminescence;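 active = inhibition above a per-campaign cutoff, the mean of all compounds plus 3 SD, cut at about 60% in these data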;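 note: 0% = DMSO-treated cells and 100% = gossypol-treated cells at 36 µM; higher means less SRC3-driven luciferase light from the GAL4 reporter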
COUP-TFII inh: NR2F2 (human) inhibition, primary screen; AID 686940; P24468; inhibition, % at 8.6 µM; 0.7% of 370,000 active; HEK293T NGFI-A luciferase reporter, luminescence;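 active = inhibition above a per-plate cutoff, mean inhibition of test wells between control levels plus 3 SD, cut at about 38% in these data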;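 note: cells cotransfected with COUP-TFII expression vector driving the NGFI-A reporter; 0% = median of COUP-TF2 test wells and 100% = reporter-only cells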
Starred values were filed as active, the others as inactive; i = inactive; . = no result given.

Start of the listing, in advance, two compounds:
Structure	LMP1 NFkB inh	C8 TRAIL sens	NCOA2 inhibitor	SRC1 inh	TLR9-MyD88 block	TROY signal inh	NOD2-RIPK2 inh	LRH-1 inv ag	Vif imaging	SRC3 inh	COUP-TFII inh
Cc1ccc(S(=O)(=O)NNC(=O)c2csnn2)cc1	1	2	7	-5	6	0	2	9	8	13	-6
CCOC(=O)N1C(=O)C[C@](Sc2ccc(C)cc2)(C(=O)OC)[C@H]1c1ccccc1	.	0	-13	.	.	1	9	12	.	.	16

Results (from the top)
Structure	LMP1 NFkB inh	C8 TRAIL sens	NCOA2 inhibitor	SRC1 inh	TLR9-MyD88 block	TROY signal inh	NOD2-RIPK2 inh	LRH-1 inv ag	Vif imaging	SRC3 inh	COUP-TFII inh
Cc1ccc(S(=O)(=O)NNC(=O)c2csnn2)cc1	1	2	7	-5	6	0	2	9	8	13	-6
CCOC(=O)N1C(=O)C[C@](Sc2ccc(C)cc2)(C(=O)OC)[C@H]1c1ccccc1	.	0	-13	.	.	1	9	12	.	.	16
CCC1=C(OC(=O)N(CC)CC)N2C(=O)OC(=NCC3CC3)[C@]2(C)[C@H]2C1=CC[C@H]1C(=O)N(CC(=O)OC)C(=O)[C@H]12	1	16	8	-5	2	6	-1	9	1	7	10
O=S(=O)(Cc1ccc(Cl)cc1)NCC1CCCO1 (stereo not drawn)	7	-4	-10	-16	6	-20	-6	9	0	10	7
CCOc1ccc(S(=O)(=O)NCC2CCCO2)c2ccccc12 (stereo not drawn)	0	-8	8	4	-1	3	-1	8	-10	8	12
COc1cc(C2C(N3C(=O)c4ccccc4C3=O)C(=O)N2c2ccc(C)c(C)c2)cc(OC)c1OC (stereo not drawn)	-1	1	-59	-41	-18	-4	-7	-11	8	-22	-27
CN1CCN(CCCNC(=O)c2nnc(Cc3c(F)cccc3Cl)o2)CC1	-6	3	-1	1	-2	-37	-1	17	9	-3	5
NC(=O)c1nsc(C(=O)N(Cc2cccnc2)C(C(=O)NC2CCCC2)c2ccc(F)cc2)c1N (stereo not drawn)	5	1	10	-3	7	1	5	8	0	17	9
CN(C)c1ccc(NC(=O)Cn2c(=O)n(Cc3ccccc3)c(=O)c3ccccc32)cc1	7	-3	6	-12	3	-7	-4	-1	-8	11	-9
Cc1ccc(C(=O)N/N=C/c2ccc(S(=O)(=O)O)o2)c(Cl)c1	5	3	-28	-11	-8	-5	-1	-4	1	-15	-4

Carrying on.
Structure	LMP1 NFkB inh	C8 TRAIL sens	NCOA2 inhibitor	SRC1 inh	TLR9-MyD88 block	TROY signal inh	NOD2-RIPK2 inh	LRH-1 inv ag	Vif imaging	SRC3 inh	COUP-TFII inh
CN1CCC(OC(=O)c2ccccc2)CC1	-5	-24	-3	10	-5	-7	7	6	.	-11	4
CC(C)c1cc(C(=O)Nc2cccc(Cl)c2)no1	-38	-14	-43	-88	-4	0	4	-95	-2	-112	-46
COc1ccc(C(=O)NCC(=O)OCC(=O)c2ccc(Cl)cc2)cc1OC	-5	5	9	-6	8	9	2	1	21	-5	9
O=C1/C(=C\c2cc(Cl)c(O)c(Cl)c2)SC(=S)N1Cc1ccccc1	12	36	-10	8	9	70*	7	6	i	5	-3
Cc1ccc(NC(=O)CSCC(=O)O)c(C)c1	2	-4	-29	9	-3	5	7	-11	-1	0	-20
FC(F)(F)c1ccccc1-n1c(-c2cnccn2)n[nH]c1=S	3	-8	15	10	0	65*	-2	-2	-6	26	12
O=C(C1COc2ccccc2O1)N1CCCC1 (stereo not drawn)	-1	-10	6	-16	2	3	-1	7	11	3	24
COCCN(C(=O)COC(=O)c1ccc2[nH]c(C)c(C)c2c1)c1c(N)n(Cc2ccccc2)c(=O)[nH]c1=O	6	8	8	12	4	-9	-5	3	.	2	-6
O=C1CSC(=S)N1/N=C/c1ccc(C(F)(F)F)cc1	-5	9	-34	2	13	-6	-6	-6	0	4	11
CCN(CC)CCCNC(=O)c1ccc2c3n(nc2c1)-c1ccc(Cl)cc1CO3	-21	25	-70	-60	-1	-97	-6	-98	-2	-74	-41

More structures follow:
Structure	LMP1 NFkB inh	C8 TRAIL sens	NCOA2 inhibitor	SRC1 inh	TLR9-MyD88 block	TROY signal inh	NOD2-RIPK2 inh	LRH-1 inv ag	Vif imaging	SRC3 inh	COUP-TFII inh
O=C(COC(=O)CCc1nc2ccccc2c(=O)[nH]1)Nc1ccc(Cl)cn1	-12	-4	10	-1	-1	-4	1	0	-8	-6	16
CC(=O)c1cccc(NC(=O)CNC(=O)Cc2ccccc2)c1	-6	-14	9	-4	-9	-1	-5	-17	9	-11	17
Cc1cc(SCC#N)nc2ccccc12	3	-5	-6	10	-2	-6	-11	0	3	-2	-7
CCn1c(C(C#N)/C(=N\S(=O)(=O)c2cccs2)c2ccccc2)nc2ccccc21 (stereo not drawn)	-6	11	1	-1	1	4	-4	-2	2	3	10
NC(=O)c1c(NC(=O)C(=O)NCCCN2CCOCC2)sc2c1CCCC2	1	2	-14	2	1	-4	0	-6	4	10	-7
Cc1ccccc1-c1ccc(=O)n(CC(=O)Nc2ccc(S(=O)(=O)N(C)C)cc2)n1	-4	7	6	-20	5	8	-8	6	-6	15	17
C=CCOc1ccc(CN(C)c2ccc(S(=O)(=O)N3CCN(C)CC3)cc2[N+](=O)[O-])cc1	4	10	-4	-8	-5	22	1	13	-29	7	1
Cc1cccc(-n2ncc3c(NNC(=O)c4ccco4)ncnc32)c1	-4	0	-15	1	-5	-22	-2	-35	1	-8	-12
CNC(=O)CCc1ccc(OC)cc1	-4	-3	4	12	0	-4	-2	11	0	17	-16
NS(=O)(=O)c1ccc(N2C(=O)CCCC2=O)cc1	2	-15	0	-19	0	-6	-3	17	.	-7	-18

(listing goes on)
Structure	LMP1 NFkB inh	C8 TRAIL sens	NCOA2 inhibitor	SRC1 inh	TLR9-MyD88 block	TROY signal inh	NOD2-RIPK2 inh	LRH-1 inv ag	Vif imaging	SRC3 inh	COUP-TFII inh
CN1C(C)(C)CCCC1(C)C	0	-10	-7	-14	11	-2	-8	-8	-2	-10	-4
O=C(Oc1cccc2cccnc12)c1ccco1	2	4	-12	1	2	2	-3	-4	-1	9	2
O=C(NCc1cccnc1)C1c2ccccc2C(=O)N1C1CCCCCC1 (stereo not drawn)	-7	-5	0	7	-9	-5	3	12	2	17	4
COc1cccc(C(=O)N2CCC(C(=O)NCc3ccco3)CC2)c1	5	-4	0	2	-2	-9	-1	14	14	-4	-12
CCNC(=S)NN(c1ccccc1)c1ccccc1	2	-3	-7	-7	0	2	6	4	6	-10	-2
Cc1ccc(C(=O)NNC(=O)CCN2C(=O)C3CCCCC3C2=O)cc1 (stereo not drawn)	-10	-4	2	-2	2	-3	4	8	3	19	-16
C/C(=N\NC(=S)NCc1ccccc1)c1ccc(Cl)s1	-11	0	-23	-21	-1	-13	-15	-2	3	-2	12
N=c1scc(-c2ccccc2)n1/N=C/c1ccco1	-4	-3	-57	.	-1	-28	.	.	1	.	-31
O=[N+]([O-])/C(C(Cl)=C(Cl)Cl)=C1\Nc2ccccc2O1	-3	-7	1	-1	6	-4	3	4	-3	3	-13
COc1cccc(-c2nc(CS(=O)(=O)CC(=O)NCCc3ccc(C)cc3)c(C)o2)c1	-2	6	1	10	-11	-9	-7	-17	-8	4	18

5 entries drawn at random from those above, as already listed:
Structure	LMP1 NFkB inh	C8 TRAIL sens	NCOA2 inhibitor	SRC1 inh	TLR9-MyD88 block	TROY signal inh	NOD2-RIPK2 inh	LRH-1 inv ag	Vif imaging	SRC3 inh	COUP-TFII inh
COc1ccc(C(=O)NCC(=O)OCC(=O)c2ccc(Cl)cc2)cc1OC	-5	5	9	-6	8	9	2	1	21	-5	9
CC(C)c1cc(C(=O)Nc2cccc(Cl)c2)no1	-38	-14	-43	-88	-4	0	4	-95	-2	-112	-46
CN1C(C)(C)CCCC1(C)C	0	-10	-7	-14	11	-2	-8	-8	-2	-10	-4
O=C(C1COc2ccccc2O1)N1CCCC1 (stereo not drawn)	-1	-10	6	-16	2	3	-1	7	11	3	24
NC(=O)c1c(NC(=O)C(=O)NCCCN2CCOCC2)sc2c1CCCC2	1	2	-14	2	1	-4	0	-6	4	10	-7

Continued:
Structure	LMP1 NFkB inh	C8 TRAIL sens	NCOA2 inhibitor	SRC1 inh	TLR9-MyD88 block	TROY signal inh	NOD2-RIPK2 inh	LRH-1 inv ag	Vif imaging	SRC3 inh	COUP-TFII inh
NC(=O)C1CCN(CC(=O)NC(=O)NC2CCCC2)CC1	5	-2	-5	17	-10	4	-6	-8	-10	20	-14
Cc1oc2c(c1C(=O)NCCCC(=O)O)CCCC2	1	10	-15	-7	-2	-3	0	-13	13	-6	10
Cc1cc2ncn(C(=O)c3ccc(F)cc3)c2cc1C	-12	-19	4	-83	-3	-16	-2	-20	2	21	-2
Cn1ncc(Br)c1C(=O)NC1CCCCC1	6	-6	15	1	-3	9	-6	-8	22	6	-10
CCCC(=O)N1CCC1(C)C(=O)NS(=O)(=O)c1cccs1 (stereo not drawn)	.	-3	17	1	.	-3	0	15	.	-7	-5
CC1(C(=O)NS(=O)(=O)c2cccs2)CCN1C(=O)C1(c2ccc(Cl)cc2)CCC1 (stereo not drawn)	.	-12	-16	-23	.	0	-9	22	4	-3	8
Cc1cc(Cl)cc(C)c1OCCNCc1ccccc1	4	11	-6	-6	5	9	2	5	2	-11	0
CCOC(=O)N1CCN(C(=O)COC(=O)c2cc(C)ccc2C)CC1	-12	-2	6	-3	-6	-20	7	4	-13	10	1
CC(=O)c1cc2c(cc1NS(=O)(=O)c1ccc3c(c1)OCCO3)OCO2	3	-7	-12	8	5	9	-3	27	15	18	13
Cc1ccc(NC(=O)CN2C(=O)NC(Cc3ccccc3)C2=O)cc1 (stereo not drawn)	3	-10	-16	9	7	-9	8	6	1	13	-11

(listing goes on)
Structure	LMP1 NFkB inh	C8 TRAIL sens	NCOA2 inhibitor	SRC1 inh	TLR9-MyD88 block	TROY signal inh	NOD2-RIPK2 inh	LRH-1 inv ag	Vif imaging	SRC3 inh	COUP-TFII inh
C[C@H]1CN([C@@H](C)CO)C(=O)c2cc(C3=CCCCC3)cnc2O[C@@H]1CN(C)C(=O)Cc1ccccc1	5	-11	-15	8	-19	9	-3	18	-21	1	13
O=C1CS/C(=C\[N+](=O)[O-])N1c1ccccc1	0	-5	-12	15	4	-4	0	-1	-9	-10	3
Cc1cccc(C)c1NC(=S)NC(=O)c1ccccc1F	7	-4	-2	-8	3	3	-5	-5	-4	2	2
Cc1ccc(C(=O)Nc2nnc(SCC(=O)N3CCCc4ccccc43)s2)cc1	51*	97*	-40	-87	1	15	-8	-104	-18	-91	-57
Cc1cc(-c2ccccc2)nc(N2CCC(C(=O)NC(C)C)CC2)n1	-5	1	-6	-11	1	-20	-7	-1	-6	-27	6

A portion of the library, so the mix of outcomes need not match the whole.
